BRCA1 expr up = increases BRCA1 expression; MCF7-BRCA1-FFLuc reporter, luminescence, 48 h; response scale: scaled: vehicle 0%, 10 µM genistein 100%; Potency, µM (highest dose often 46.1 µM), for inactives: top-dose activation, actives largely listed as activators; 380,000 compounds, 1.1% hits; also: nearly all actives have a fitted effect of over 80% in size; some results filed as inactive show a strong effect at the top dose
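Cells: MCF7-BRCA1-FFLuc, 2000/well. Exposure: 48 h, 37 °C, 5% CO2. Read: luminescence, 15 min post-substrate. Controls: genistein 10 microM (maximal activation), DMSO (neutral).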
FLuc counter = inhibits or activates purified firefly luciferase, miR-21 counter-screen; P08659; Potency, µM (series often up to 57.5 µM), without a hit: at the highest dose activity change, negative = inhibition, hits mostly inhibitors; AID 588342; 360,000 compounds, 6.9% hits; purified FLuc, Km substrates, luminescence inhibition;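 also: plate controls were vehicle for no effect and reference inhibitor for full effect; nearly all actives have a fitted effect of over 55% in size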
Target sequence (P08659 whole entry, looked up): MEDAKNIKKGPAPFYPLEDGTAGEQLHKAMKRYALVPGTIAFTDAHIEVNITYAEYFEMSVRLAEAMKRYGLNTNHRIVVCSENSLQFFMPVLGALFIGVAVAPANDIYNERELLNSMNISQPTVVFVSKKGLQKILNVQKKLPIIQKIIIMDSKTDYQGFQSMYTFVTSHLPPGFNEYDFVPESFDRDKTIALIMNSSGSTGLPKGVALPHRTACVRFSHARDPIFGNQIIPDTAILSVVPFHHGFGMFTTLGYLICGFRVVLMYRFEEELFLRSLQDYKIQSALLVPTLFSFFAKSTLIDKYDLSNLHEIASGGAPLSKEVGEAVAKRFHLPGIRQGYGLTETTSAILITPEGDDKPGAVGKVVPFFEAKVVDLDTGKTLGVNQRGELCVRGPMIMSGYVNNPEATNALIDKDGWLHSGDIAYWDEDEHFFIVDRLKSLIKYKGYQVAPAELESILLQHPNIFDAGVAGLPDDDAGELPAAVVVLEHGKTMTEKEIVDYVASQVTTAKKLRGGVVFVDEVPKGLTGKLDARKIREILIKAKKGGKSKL
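Biochemical qHTS of compounds, final roughly 60 µM downward over six points, against 10 nM purified firefly luciferase using Km concentrations of substrates (10 uM D-luciferin, 10 uM ATP) in Tris acetate pH 7.5 buffer; luminescence output.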
MBNL1-CUG inh = inhibitors of human MBNL1 binding to CUG repeat RNA; TR-FRET MBNL1-His/biotin-(CUG)12 binding, 665/545 ratio; Potency, µM (highest dose often 57.5 µM), for the others: at the top dose activity change, negative = inhibition, actives largely listed as inhibitors; 280,000 compounds, 0.036% hits; active = well fitted inhibition curve with a large enough effect in the signal ratio, with a control signal flat, not every such curve was filed as active; inconclusive = small, poorly fitted or top-dose-only effect, or effect the other way, or a change in a side signal; inactive = no such curve, though single readings can be large or run the other way; the % refers to the signal ratio; also: % is scaled to controls: 0 for no effect and ±100 for the full control effect
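MBNL1-His + Biotin-(CUG)12, cpd titration 92 nM–58 uM; Tb anti-His Ab 0.055 ng/ul, SA-XL665 5 nM (final); 60 min RT; ratiometric 665/545 nm, Ex 340 nm; normalized to buffer and full-complex controls.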
NPC1 prom act = activates the NPC1 promoter; Potency, µM (doses to about 9.22 µM), without a hit: at the top dose activation, usual class: activators; AID 485313; Huh7 NPC1 promoter luciferase reporter, 24 h; 320,000 compounds, 2.4% hits;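 also: % of control where 0% means no effect; nearly all actives have a fitted effect of over 60% in size; reporter is driven by a mutant NPC1 promoter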
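Quantitative HTS used a cell-based reporter: Huh7 cells stably bearing the NPC1 promoter upstream of luciferase were treated with compounds for 24 h, and promoter activation was read as luminescence.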
uPA generation = cell surface uPA generation inhibition. cell surface uPA generation assay, qHTS. Potency, µM (top dose mostly 38.3 µM), without a hit: top-dose activity change, negative = inhibition, usual class: inhibitors. 330,000 compounds, 0.31% hits. AID 540303; active = well fitted inhibition curve with a large enough effect; inconclusive = small, poorly fitted or top-dose-only effect; inactive = no such curve, though single readings can be large or run the other way; tested in mouse RAW 264.7 cells; also: % is scaled to controls: 0 for no effect and ±100 for the full control effect; nearly all actives have a fitted effect of over 55% in size
RORg inh = blocks mouse ROR gamma transcriptional activity | P51450 | Drosophila S2 Gal4-RORgamma UAS-luciferase reporter, 20 h | Potency, µM (doses to about 53.6 µM), for the others: at the highest dose activity change, negative = inhibition, hits mostly inhibitors | 310,000 compounds, 5.4% hits | AID 2551; also: % is scaled to controls: 0 for no effect and ±100 for the full control effect; nearly all actives have a fitted effect of over 60% in size
Target sequence (P51450 whole entry, looked up, the tested form may be a part): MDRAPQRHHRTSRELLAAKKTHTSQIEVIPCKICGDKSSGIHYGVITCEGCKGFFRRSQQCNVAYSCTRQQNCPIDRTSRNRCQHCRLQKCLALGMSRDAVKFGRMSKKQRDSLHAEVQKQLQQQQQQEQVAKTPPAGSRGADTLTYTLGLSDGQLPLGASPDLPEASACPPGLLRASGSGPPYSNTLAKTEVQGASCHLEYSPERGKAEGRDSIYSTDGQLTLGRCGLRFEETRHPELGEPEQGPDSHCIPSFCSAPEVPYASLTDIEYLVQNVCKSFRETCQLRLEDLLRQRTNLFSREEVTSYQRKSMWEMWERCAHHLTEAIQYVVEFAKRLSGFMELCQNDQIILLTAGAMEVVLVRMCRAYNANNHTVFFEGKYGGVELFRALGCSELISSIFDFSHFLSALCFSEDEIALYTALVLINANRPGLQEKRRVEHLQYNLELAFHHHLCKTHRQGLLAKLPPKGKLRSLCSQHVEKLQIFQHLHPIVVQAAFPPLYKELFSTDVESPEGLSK
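A Gal4/UAS one-hybrid system in insect cells: metallothionein-promoter Gal4–ROR gamma fusion plus Photinus luciferase reporter. Copper sulfate 700 uM final, 20 hr ambient incubation, luminescent detection after 10 min with reagent.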
VP16 counter = Gal4-VP16 reporter inhibition counter-screen; Drosophila S2 Gal4-VP16 UAS-luciferase, luminescence, 20 h; AID 2546; 310,000 compounds, 3.5% hits; Potency, µM (doses to about 53.6 µM), inactives show at the top dose activity, negative = inhibition, hits mostly inhibitors;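 also: Gal4-VP16 expression switched on by copper sulfate through the metallothionein promoter; % is scaled to controls: 0 for no effect and ±100 for the full control effect; nearly all actives have a fitted effect of over 50% in size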
p53 reactivator = re-activators of mutant p53. H1299 p53-A138V BP100-luciferase reporter, luminescence, 24 h. Potency, µM (highest dose often 92.2 µM), for inactives: top-dose activity change, positive = activation, hits mostly activators. 320,000 compounds, 0.063% hits; also: % of control where 0% means no effect; nearly all actives have a fitted effect of over 45% in size
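p53-null H1299 cells stably carrying temperature-sensitive p53-A138V and a BP100-luciferase reporter were pinned with compounds (4-point, 1:5 series) and held 24 hrs at 37 deg C. Luminescence was read 10 min after detection reagent.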
ELG1 genotox = induces genotoxicity in HEK293T cells with luciferase-tagged ELG1 | HEK293T ELG1-luciferase reporter, luminescence, 16 h | Potency, µM (top dose mostly 46 µM), without a hit: at the top dose activity change, positive = activation, hits mostly activators | 330,000 compounds, 1.3% hits; also: % of control where 0% means no effect; nearly all actives have a fitted effect of over 60% in size
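Genotoxic stress is detected as increased luminescence from luciferase-tagged ELG1 in HEK293T cells, measured with ONE-Glo after a 16 hr treatment at 37 °C.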
Rab9 promoter act = Rab9 promoter activation. 320,000 compounds, 2.8% hits. Huh7 Rab9 promoter-luciferase reporter, luminescence, 24 h. Potency, µM (top dose mostly 9.22 µM), without a hit: top-dose activation, negative = inhibition, usual class: activators. AID 485297; also: % of control where 0% means no effect; nearly all actives have a fitted effect of over 60% in size
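Steps: seed 1500 Huh7 Rab9-luc cells per well, rest 2 h at 37 °C; add compound in DMSO; incubate 24 h; add luciferase reagent, 10 min ambient; read luminescence.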
* marks the source's active call; other numbers are inactive results; ? = inconclusive; . = not tested or not shown; [ ] = dose if it differs, or a comment. Unless noted, calls follow the shape of the dose curve; as a rule, active = well fitted curve in the direction sought with a large enough effect; inconclusive = small, poorly fitted or top-dose-only effect, or another doubt; inactive = no such curve, though single readings can be large; an effect the other way counts as inactive or inconclusive. Potency is read from the fitted curve at half-maximal effect. A portion of the library; count on the stated rates, not on these rows.

Below each compound: MBNL1-CUG inh	Rab9 promoter act	NPC1 prom act	VP16 counter	p53 reactivator	BRCA1 expr up	uPA generation	ELG1 genotox	RORg inh	FLuc counter
Cc1ccccc1C(O)(Cc1ccccc1)C1CN2CCC1CC2 (centres undefined)
  5%	-5%	-9%	0%	-7%	-67%	-7%	-9%	?	0%
CCOC(=O)C1=C(O)/C(=C/c2cc(OC)c(O)c(OC)c2)SC1=Nc1ccc(OC)cc1
  20%	1%	1%	?	0%	-28%	?	8%	18%	1%
COC(=O)C1=C(c2ccc(OC(F)(F)F)cc2)C[C@@H]2CC[C@H]1N2C(=O)NC1CCCCC1
  .	-8%	-7%	.	3%	-31%	-15%	0%	.	-4%
COc1ccc2nc(NC(=O)CCNS(=O)(=O)c3ccc4c(c3)oc(=O)n4C)sc2c1
  -13%	2%	-5%	0%	9%	26%	-2%	0%	7%	?
CC(=NCCCN1CCOCC1)c1c(O)[nH]c(=O)[nH]c1=O
  -6%	-4%	2%	1%	-1%	-18%	-4%	1%	-15%	3%
O=C(Nc1ccc(Cl)c(Cl)c1)O/N=C/c1ccncc1
  .	0%	-4%	?	15%	-42%	1%	-2%	33%	-14%
FC(F)(F)c1ccccc1NC1=NCCCS1
  -24%	7%	2%	2%	?	0%	0%	-4%	?	-1%
CC1CCN(C(=O)CCl)CC1
  -7%	1%	1%	16%	-3%	-21%	?	-3%	-8%	0%
CC(=NCCN1CCCCC1)c1c(O)n(Cc2ccccc2)c(=O)[nH]c1=O
  -1%	2%	7%	-3%	-4%	1%	4%	-1%	1%	-11%
C/C(=N\N1CCCCCC1)c1c(O)n(-c2ccc(C)cc2)c(=O)[nH]c1=O
  -14%	8%	11%	-6%	3%	26%	-2%	4%	?	-20%
Cc1ccc(N=Nc2cc(C)ccc2N)cc1
  ?	0.32µM*	0.5µM*	?	?	19%	-13%	0.46µM*	?	0.19µM*
O=C(Cc1ccccc1)OCCNC(=O)c1cccnc1
  -1%	-3%	0%	13%	-2%	-4%	3%	-5%	-16%	4%
COC(=O)C1=C(c2ccc3ccccc3c2)C[C@@H]2CC[C@H]1N2C(=O)N1CCC(O)CC1
  .	-5%	-2%	.	-7%	-13%	2%	-3%	.	-1%
COc1cc(OC)c2c(c1)OCC1CON(C)C21 (centres undefined)
  .	-2%	-2%	1%	0%	-1%	-1%	0%	7%	3%
O=C(c1c[nH]c2ccc(S(=O)(=O)N3CCOCC3)cc2c1=O)N1CCC2(CC1)OCCO2
  -6%	0%	-15%	3%	-7%	0%	1%	?	1%	0%
C/C=C/CC1(CC)C(=O)NC(=S)NC1=O
  -11%	-13%	-6%	3%	-3%	12%	-6%	-3%	-7%	2%
COc1ccc(CCn2c(O)c(/C=N/N3CCCCC3)c(=O)[nH]c2=O)cc1OC
  -8%	-9%	-4%	?	6%	-6%	2%	1%	31%	1%
C=Cn1ccnc1P(=S)(c1cc(N(CC)CC)ns1)c1nccn1C=C
  2%	-3%	0%	15%	-7%	0%	-13%	0%	-15%	2%
COC(=O)C1=C(c2ccc(F)cc2F)C[C@@H]2CC[C@H]1N2C(=O)NCc1ccc(C(F)(F)F)cc1
  .	1%	-5%	.	-5%	-26%	11%	0%	.	-3%
CCN1CCN(C(=O)COc2ccc(S(=O)(=O)N3CCOCC3)cc2Cl)CC1
  -9%	2%	0%	-1%	0%	-13%	0%	0%	-13%	1%
O=C1NCN(c2ccccc2)C12CCN(CC1COc3ccccc3O1)CC2 (centres undefined)
  .	-12%[46.1 µM]	-12%[46.1 µM]	-1%	.	.	.	.	32%	.
COc1ccccc1C1=NCc2nnc(C)n2-c2ccc(Cl)cc21
  ?	-8%	1%	-3%	-6%	-12%	-2%	11%	-31%	3%
CN(C)c1nc(C=C(C#N)C#N)c(Cl)n1-c1ccc(F)cc1
  -2%	0%	-11%	-3%	-8%	-78%	?	-20%	14µM*	2%
CN1CCN(Cc2ccc(N)cc2)CC1
  23%	-1%	1%	3%	2%	-3%	-16%	0%	-11%	-11%
COCCOC(=O)C1=C(C)OC(N)=C(C(=O)OC)C12C(=O)Nc1ccccc12 (centres undefined)
  -3%	-11%	-6%	-3%	2%	-7%	2%	4%	2%	14%
CC1(C)C(C(=O)N2CCN(c3ccc(Cl)cc3)CC2)C1(C)C
  3%	-1%	1%	-11%	16%	0%	-4%	2%	19%	2%
C/C(=N\NC(N)=O)c1c(O)n(C)c(=O)n(C)c1=O
  -5%	-2%	-3%	0%	0%	-6%	-1%	4%	-10%	-3%
CCN(CC)c1ccc(/C=C2/C(=O)NC(=O)N(CC3CCCO3)C2=O)cc1 (centres undefined)
  8%	8%	0%	-7%	0%	-14%	4%	7%	8%	17µM*
Cn1c(=O)c2c(nc(N/N=C/c3c(O)n(C4CCCCC4)c(=S)[nH]c3=O)n2C)n(C)c1=O
  12%	7%	-7%	-2%	1%	-42%	-3%	-1%	?	-20%
O=C(C(=O)N1CCOCC1)c1cn(Cc2ccccc2)c2ccccc12
  -2%	-1%	-2%	0%	-5%	-8%	0%	2%	18%	-4%
CCCCc1ncc(CN2CCCC(C(=O)c3ccc(SC)cc3)C2)[nH]1 (centres undefined)
  -7%	-18%	-10%	-25%	-5%	-3%	-2%	-3%	11µM*	-2%
COC1=CC(=O)[C@]2(C=C1OC)OC[C@@H]1Oc3c(ccc4c3C=CC(C)(C)O4)C(=O)[C@@H]12
  .	.	.	.	4%	0%	?	-12%	.	.
O=C(Nc1cccc(OC(=O)N2CCOCC2)c1)N1CCOCC1
  5%	-3%	1%	7%	-12%	0%	2%	-1%	33%	2%[2.3 µM]
CCC(C)c1ccc(N2C(=O)NC(=O)/C(=C/c3cccn3CCOc3ccc(C)cc3)C2=O)cc1 (centres undefined)
  2%	-2%	-3%	-24%	6%	34%	-9%	?	13%	-2%
CCN(CC)P(=S)(c1c(C)nc2ccccn12)c1c(C)nc2ccccn12
  0%	0%	-1%	-9%	-4%	-30%	?	-3%	?	4%
CN1C2CCC1CC(OC(=O)CCN1CCCC1)C2 (centres undefined)
  -3%	-5%	-3%	-10%	10%	2%	.	0%	-29%	-1%
COC(=O)C1=C(c2cccc(C#N)c2)C[C@@H]2CC[C@H]1N2C(=O)N1CCC(O)CC1
  .	-2%	2%	.	-3%	0%	12%	0%	.	4%
Cc1cccc(NP(C)(=O)c2nc3c(s2)CCCC3)c1 (centres undefined)
  -21%	-11%	-2%	-5%	7%	14%	1%	2%	23%	5%
CCCCCn1c(NC(=O)c2ccco2)c(C(=O)OCC)c2nc3ccccc3nc21
  -6%[11.5 µM]	-5%	-5%	-2%	-10%	-80%	-17%	-1%	3%	1%
Cc1c(C)c2ccc(OCC(=O)N3CCC(C(=O)O)(c4ccccc4)CC3)cc2oc1=O
  9%	-5%	1%	-4%	.	-7%	-6%	5%	-9%	?
Cc1ccccc1O
  .	.	.	0%	1%	40%	-4%	-1%	22%	.
c1csc(CN2CCNCC2)c1
  -3%	9%	-5%	1%	5%	3%	2%	2%	1%	-2%
Cc1ccc(Cl)cc1N1CCN(CCN)CC1
  5%	-4%	-6%	3%	-11%	-22%	4%	-7%	?	6%[2.3 µM]
CN1C(=O)N(C)C(=O)C2(Cc3cc(N)ccc3N3CCN(c4ccccc4F)CC32)C1=O (centres undefined)
  -1%	6%	0%	-4%	12%	.	.	0%	2%	1%
COc1ccccc1N(CC(=O)NC1CCCCC1)C(=O)c1cnn(C(C)C)c1
  4%	-2%	0%	-7%	-8%	-1%	.	1%	27%	0%
COc1ccccc1NC(=O)c1cn(CCC#N)nc1-c1ccc(F)cc1
  1%	-1%	-3%	9%	.	-23%	4%	-3%	?	1%
C[N+]1(C)CCN(c2ccccc2)CC1
  11%	-4%[46.1 µM]	3%[46.1 µM]	-10%	4%	-3%	-5%	3%	-1%	7%
C[n+]1c(-c2ccccc2)c2cc(N)ccc2c2ccc(N)cc21
  ?	-52%[inhibitor]	-42%[inhibitor]	13µM*	.	-49%	7.1µM*	-14%	?	-5%
C=Cn1ccnc1P(=S)(c1ccc(N(C)C)cc1)c1nccn1C=C
  3%	-5%	2%	?	-5%	-16%	3%	0%	10µM*	3%
N#Cc1cc(F)c(N2CCNCC2)cc1Cl
  -6%	10%	-3%	-5%	-2%	-1%	1%	-1%	0%	2%[2.3 µM]
Cc1nc2c(-c3ccc(F)cc3)c(C)nn2c(C)c1CCC(=O)N1CCC2(CC1)OCCO2
  -15%	1%	3%	-24%	-12%	11%	4%	-9%	0%	-2%
CC(O)(CS(=O)(=O)c1cccc(C(F)(F)F)c1)C(=O)Nc1cccc(C(F)(F)F)c1 (centres undefined)
  -8%	3%	0%	-5%	0%	-17%	.	0%	8%	1%

In a second layout: results already given.
| canonical_smiles | MBNL1-CUG inh | Rab9 promoter act | NPC1 prom act | VP16 counter | p53 reactivator | BRCA1 expr up | uPA generation | ELG1 genotox | RORg inh | FLuc counter |
| --- | --- | --- | --- | --- | --- | --- | --- | --- | --- | --- |
| C[N+]1(C)CCN(c2ccccc2)CC1 | 11% | -4%[46.1 µM] | 3%[46.1 µM] | -10% | 4% | -3% | -5% | 3% | -1% | 7% |
| C[n+]1c(-c2ccccc2)c2cc(N)ccc2c2ccc(N)cc21 | ? | -52%[inhibitor] | -42%[inhibitor] | 13µM* | . | -49% | 7.1µM* | -14% | ? | -5% |

Compound activity as filed in PubChem BioAssay.
